# Screening results: PubChem, National Center for Advancing Translational Sciences (NCATS)
# Nrf2 block: Nrf2 qHTS screen for inhibitors. A549 ARE-Fluc reporter, luciferase luminescence, 18-24 h. Potency, µM (top dose mostly 46 µM), without a hit: top-dose activity change, negative = inhibition, usual class: inhibitors. 360,000 tested, 2.1% active; note: % is set by controls: 0 for no effect and ±100 for the full control effect; nearly all actives have a fitted effect of over 60% in size
#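 A549 ARE_Fluc cells (5000/well, 5% FBS OPTI-MEM) pre-incubated 2 h, then treated with compounds 18-24 h at 37C/5% CO2 in concentration-response. CellTiter-Fluor viability read first; BugLite luciferase luminescence after 15 min at room temperature gives Nrf2 activity.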
# MCF10A rerep: A quantitative high throughput screen for small molecules that induce DNA re-replication in MCF 10a normal breast cells; 350,000 tested, 2.9% active; Potency, µM (top dose mostly 46.1 µM), for the others: at the top dose activity, positive = re-replication, actives largely listed as activators; AID 624296, 2012; MCF 10A DNA re-replication, Hoechst nuclear intensity, 48 h; note: % of control where 0% means no effect; nearly all actives have a fitted effect of over 50% in size
# ATXN2 expr inh: Primary qHTS for Inhibitors of ATXN expression; 360,000 tested, 0.72% active; HEK-293 ATXN2-luciferase reporter, luminescence, 24 h; Potency, µM (series often up to 57 µM), for inactives: at the top dose activity change, negative = inhibition, hits mostly inhibitors; note: % is set by controls: 0 for no effect and ±100 for the full control effect; nearly all actives have a fitted effect of over 55% in size
#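 ATXN2-luciferase reporter cells (luciferase flanked by upstream and downstream ATXN2 gene portions) were treated 24 h at 37 °C with compounds at up to 57 uM. SteadyGlo luminescence gave expression; GF-AFC fluorescence gave viability.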
# Nrf2 activator: qHTS of Nrf2 Activators. Potency, µM (doses to about 46.1 µM), inactives show top-dose activation, most hits filed as activators. 410,000 tested, 0.31% active. AREc32 ARE-luciferase reporter (MCF7-derived line), luminescence, 24 h. AID 624171, 2012; note: % of control where 0% means no effect; nearly all actives have a fitted effect of over 65% in size
#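 Steps: seed AREc32_Fluc cells (1000/well, 5% FBS OPTI-MEM); incubate overnight at 37 deg C; add 23 nL compound; incubate 24 hr; add Steady-Glo; hold 30 min RT; read luminescence.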
# TGFb inhibitor: qHTS for Inhibitors of TGF-b; AID 588855, 2011; Potency, µM (top dose mostly 46.1 µM), inactives show at the top dose activity, negative = inhibition, actives largely listed as inhibitors; 410,000 tested, 1.2% active; HepG2 CAGA-GFP TGF-b/SMAD3 reporter, GFP fluorescence, 18 h; TGF-beta stimulated, 500 pg/mL final; note: % is set by controls: 0 for no effect and ±100 for the full control effect; nearly all actives have a fitted effect of over 65% in size
#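 HEPG2 CAGA-GFP, 1000 cells/well; 2 h settle, 37 C; cpd via pin tool; TGF-b 500 pg/mL final; 18 h, 37 C; GFP imaging ex488/em500-530; %Activity normalised to -TGF-b and +DMSO controls; CRC fit, curve class.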
# S2 tox: Viability Counterscreen for Primary qHTS for Inhibitors of ATXN expression; S2 cells (HEK-293 line with an ATXN2-luciferase reporter) viability, CellTiter-Fluor protease fluorescence, 24 h; Potency, µM (top dose mostly 56.7 µM), usual class: cytotoxic; 400,000 tested, 0.49% active; note: nearly all actives have a fitted effect of over 40% in size
# A549 tox: Nrf2 qHTS screen for inhibitors: counterscreen for cytotoxicity. 390,000 tested, 0.16% active. Potency, µM (titrated, usually from 46 µM), for inactives: top-dose activity change, negative = cytotoxicity, usual class: inhibitors. A549 ARE-Fluc cells, CellTiter-Fluor viability, 18-24 h. AID 504648, 2011; note: % is set by controls: 0 for no effect and ±100 for the full control effect
#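 A549 ARE-Fluc cells in 5% FBS OPTI-MEM, 5000 cells/well, rested 2 h then exposed to compounds in concentration-response for 18-24 h at 37 °C. Viability by CellTiter-Fluor fluorescence (Ex 405/Em 525) after 30 min; luciferase luminescence (BugLite, 15 min, RT) read afterwards.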
# HepG2 tox: qHTS for Inhibitors of TGF-b: Cytotox Counterscreen. HepG2 CAGA-GFP viability, ATP luminescence, 18 h. Potency, µM (top dose mostly 46.1 µM), without a hit: at the highest dose activity change, negative = cytotoxicity, actives largely listed as cytotoxic. 410,000 tested, 0.76% active; note: some results filed as inactive show a strong effect at the top dose
#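 HepG2 CAGA-GFP cells (1000/well, DMEM with 1% FBS) received compound, then TGF-beta at 500 pg/mL final, and were incubated 18 hours at 37 degrees C. Viability was read by CellTiter-Glo luminescence. Media-only wells were set as complete cell-killing and DMSO as no toxicity.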
# EPAC2 antagonist: qHTS for Antagonist of cAMP-regulated guanine nucleotide exchange factor 2 (EPAC2): primary screen; Potency, µM (titrated, usually from 114 µM), inactives show top-dose activity, negative = inhibition, most hits filed as inhibitors; 360,000 tested, 0.18% active; EPAC2 GEF exchange of Rap1B-BODIPY-GDP, fluorescence; Rap guanine nucleotide exchange factor 4 (Homo sapiens), Q8WZA2; note: % is set by controls: 0 for no effect and ±100 for the full control effect; nearly all actives have a fitted effect of over 45% in size; many of its hits are not listed in these tables
# Target sequence (Q8WZA2 whole entry, looked up): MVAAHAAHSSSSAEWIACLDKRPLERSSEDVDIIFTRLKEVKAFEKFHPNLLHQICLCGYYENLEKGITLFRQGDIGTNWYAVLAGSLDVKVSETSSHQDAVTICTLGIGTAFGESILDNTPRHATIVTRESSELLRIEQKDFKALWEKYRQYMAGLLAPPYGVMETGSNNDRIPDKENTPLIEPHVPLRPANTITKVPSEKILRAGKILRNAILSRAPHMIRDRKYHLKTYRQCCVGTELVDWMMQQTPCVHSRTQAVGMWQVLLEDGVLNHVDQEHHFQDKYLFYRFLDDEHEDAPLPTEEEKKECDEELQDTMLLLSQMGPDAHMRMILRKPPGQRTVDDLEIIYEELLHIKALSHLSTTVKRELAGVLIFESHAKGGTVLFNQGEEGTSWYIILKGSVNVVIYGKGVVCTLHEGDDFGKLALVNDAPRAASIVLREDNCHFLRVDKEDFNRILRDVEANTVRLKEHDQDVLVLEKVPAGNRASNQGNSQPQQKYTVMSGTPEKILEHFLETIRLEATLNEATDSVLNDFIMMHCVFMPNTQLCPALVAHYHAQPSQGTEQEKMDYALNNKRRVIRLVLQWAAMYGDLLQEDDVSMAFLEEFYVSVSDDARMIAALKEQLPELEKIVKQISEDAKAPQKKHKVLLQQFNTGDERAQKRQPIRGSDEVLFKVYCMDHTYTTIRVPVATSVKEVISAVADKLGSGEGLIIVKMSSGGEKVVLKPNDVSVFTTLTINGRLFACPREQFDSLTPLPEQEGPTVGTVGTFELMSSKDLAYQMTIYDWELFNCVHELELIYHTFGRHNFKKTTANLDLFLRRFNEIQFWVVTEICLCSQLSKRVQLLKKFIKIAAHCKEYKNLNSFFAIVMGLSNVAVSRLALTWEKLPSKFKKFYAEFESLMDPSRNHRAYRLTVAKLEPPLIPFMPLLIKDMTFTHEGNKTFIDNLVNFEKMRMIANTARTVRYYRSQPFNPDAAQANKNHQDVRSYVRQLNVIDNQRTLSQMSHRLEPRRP
# An asterisk follows results filed as active; i = inactive; u = inconclusive; x = not tested or not shown; & = joins results of further samples; [ ] = another dose, or the depositor's remark. Calls come from the whole dose curve; as a rule, active = well fitted curve in the direction sought with a large enough effect; inconclusive = small, poorly fitted or top-dose-only effect, or another doubt; inactive = no such curve, though single readings can be large; an effect the other way counts as inactive or inconclusive. Potency is the fitted concentration of half-maximal effect. Only part of the results is shown; rates above refer to the full screens.
SMILES,Nrf2 block,MCF10A rerep,ATXN2 expr inh,Nrf2 activator,TGFb inhibitor,S2 tox,A549 tox,HepG2 tox,EPAC2 antagonist
COc1cc(NC(=O)c2ccco2)c(OC)cc1NC(=O)CSc1nnc(-c2cccs2)n1C,6.9%,15.0%,-8.0%,0.1%,-13.7%,i,-7.8%,-21.1%,-7.7%
Cc1ccc(CCNC(=O)CSCc2ccc(F)cc2)cc1,0.2%,4.9%,-4.5%,0.4%,-12.3%,i,0.7%,2.2%,-11.1%
Cc1ccc(C(=O)c2ccccc2C(=O)O)cc1C,-8.2%,8.3%,-19.8%,-0.2%,-0.4%,i,-1.8%,-1.2%,7.1%
CCNc1ccc(C(=O)OCC(=O)NC(=O)NCC(C)C)cc1[N+](=O)[O-],1.8%,-0.7%,-13.9%,0.1%,-8.7%,i,-9.7%,13.8%,13.8%
O=C(NCCOc1ccccc1)C1CCC(=O)N(CCCN2CCCC2=O)C1 (configuration not stated),0.0%,-2.0%,-5.5%,-0.3%,-18.7%,i,-2.3%,-51.4%,-2.4%
CCN(CC)CCCNC(=O)c1nn(-c2ccc(OC)c(Cl)c2)c(=O)c2c1c1ccccc1n2C,4.0%,x,-2.6%,5.8%,0.1%,i,-3.5%,-75.2%,x
CCCCCn1c(=O)[nH]c2cc(C(=O)NCCN3CCOCC3)ccc2c1=O,3.3%,-0.5%,-5.7%,-0.1%,-9.6%,i,-6.3%,-12.4%,8.1%
c1ccc(COCCN2CCN(CCOCc3ccccc3)CC2)cc1,15.7%,-1.0%,-0.3%,-0.1%,6.9%,i,13.4%,-39.4%,-6.2%
OCCNC1=NCCN1,x,-1.2%,1.3%,0.0%,9.3%,i,-2.4%,12.1%,-1.9%
N=C1C(=O)OCC1c1cc(Cl)ccc1NC(=O)Nc1ccccc1 (configuration not stated),2.5%,1.4%,x,4.5%,-1.3%,x,10.5%,-18.2%,9.5%
COc1cccc(CN(C)C(=O)c2cccc(OCc3ccccc3)c2)c1,-25.4%,10.2%,-9.5%,0.6%,-22.8%,i,5.6%,-2.9%,u
CC1CCCCC1NC(=O)CSc1nnc(-c2ccncc2)n1CCCN(C)C (configuration not stated),19.4%,-9.0%,-12.7%,-0.2%,24.4%,i,1.0%,6.1%,4.5%
O=C(NCCCN1CCOCC1)c1c(-c2ccccc2)sc2ccccc12,u,2.4%,-3.5%,6.1%,0.7%,i,2.3%,-38.4%,5.8%
COC(=O)c1ccc(OC)c(Cn2c(=O)n(-c3cccc(Cl)c3)c(=O)c3c4c(sc32)CN(C(C)=O)CC4)c1,0.7%,x,8.5%,0.0%,u,i,2.8%,4.1%,x
COc1ccc(NS(=O)(=O)c2cc(NC(=O)/C=C/c3cc(OC)c(OC)c(OC)c3)ccc2N2CCCCC2)cc1,-12.4%,0.7%&16.8%,-2.1%,0.0%,0.0%,i,0.9%,-3.0%,7.0%
COc1cccc(NC(=O)N2CCC(C(N)=O)(N3CCCCC3)CC2)c1,-0.3%,0.2%,-4.1%,-0.5%,0.9%,i,-1.6%,-51.5%,1.2%
CCc1nc2ccc(C(=O)Nc3ccc(OC)c(OC)c3)cn2c1N(C)Cc1ccc(OC)cc1,x,x,u,5.6%,0.3%,u,x,-28.2%,-21.0%
COc1ccccc1NC(=O)c1cc2ccccc2o/c1=N\O,8.7%,7.7%,5.0%,6.6%,-14.1%,i,-6.4%,-9.0%,-4.3%
Cc1ccc(C)c(N2CCN(C(=O)c3ccc4c(=O)n(CCc5ccccc5)c(=O)[nH]c4c3)CC2)c1,-10.1%[9.27 µM],x,4.2%,-0.7%,u,i,1.3%,-14.4%,x
CC(=O)c1ccc(N2CCN(C(=O)c3ccc(NC(=O)C4CCCO4)cc3)CC2)cc1 (configuration not stated),-25.6%,7.1%,16.7%,-0.7%,-1.5%,i,1.9%,-14.2%,6.9%
CCc1nn(CC(=O)NCCCN2CCOCC2)c(=O)c2cc3sccc3n12,-1.7%,-1.6%,x,-0.2%,-8.8%,i,1.3%,-15.4%,-6.4%
O=C(N/N=C/c1ccc(Cl)cc1Cl)C(=O)NC1CC1,-4.3%,0.0%,7.9%,-0.8%,-13.5%,i,-0.3%,-15.9%,-6.8%
Cc1nc(N2CCOCC2)c2c(C(=O)NCCc3ccccc3)c(C)oc2n1,u,x,x,0.5%,-22.3%,x,3.2%,-11.2%,x
CCOc1ccc(C2=Nn3c(nnc3-c3ccccc3OC)SC2)cc1,-9.7%,u,-18.6%,0.6%,10µM*,i,u,-23.5%,-5.6%
CCOC(=O)N(C)C[C@H]1OCc2cnnn2CCCC(=O)N([C@@H](C)CO)C[C@@H]1C,x,x,2.8%,0.4%,12.5%,i,x,6.5%,2.6%
Cc1ccc(NC(=O)C(C)N2CCc3ccccc3C2)cc1 (configuration not stated),u,u,5.6%,0.1%,4.4%,i,0.7%,-5.8%,-6.9%
Cc1cccc2cc(-c3ccccc3)c(-c3ccccc3)c[n+]12,23.1µM*,2.3%,u,0.2%,u,u,-9.9%,-12.9%,4.5%
O=C(COC(=O)CNC(=O)c1ccc(Cl)cc1Cl)Nc1ccc(N2CCOCC2)cc1,15.2%,2.9%,23.8%,0.4%,2.4%,i,-0.8%,-23.6%,14.6%
CC1(C)C(=O)OC(C(=O)c2ccc(C(C)(C)C)cc2)C(C)(C)C1=O (configuration not stated),x,u,-0.4%,1.6%,-17.2%,u,2.3%,-0.4%,-12.5%
Cc1ccc(-n2nnnc2SC(C)C(=O)NCC(=O)Nc2ccc(F)c(F)c2F)c(C)c1 (configuration not stated),u,-2.7%,-7.7%,3.8%,-24.8%,i,-5.4%,15.0%,-9.0%
COc1ccc2nc(N=Nc3ccc(N(C)C)cc3)sc2c1,-2.1%,-0.9%,-16.5%,-0.2%,0.5%,u,u,-11.5%,-4.3%
Cc1ccc([C@H]2C[C@@H](n3cc(C4CC4)nn3)[C@H](O)CN2C(=O)C2CCCCC2)cc1,x,x,1.1%,0.3%,13.3%,i,x,3.4%,0.2%
CC(C)c1ccc2[nH]c3c(c2c1)CCC/C3=N\NC(=O)c1ccncc1,u,14.4%,-37.7%,u,-3.0%,x,-22.3%,-23.3%,17.6%
CCN(CC)C(=O)c1sc(NC(=O)C(C)C)c(C#N)c1C,-30.0%,-1.8%,-2.5%,0.3%,-3.7%,i,7.2%,-16.8%,4.4%
O=C(c1cccs1)c1ccccc1Cc1cccs1,-0.4%,-1.4%,0.6%,-0.2%,u,i,13.3%,0.4%,-1.2%
CC(CN1CCCC1)OC(=O)c1ccc(Br)cc1 (configuration not stated),6.4%,5.2%,x,6.3%,-25.9%,u,-0.4%,-23.9%,7.3%
CC1CC(C)CN(CCCNC(=O)c2csc3c2CCCCC3)C1 (configuration not stated),0.7%,14.5%,-23.5%,-0.4%,u,i,-12.1%,-38.7%,0.1%
CCc1cccc(CC)c1NC(=S)NC(C)c1ccccc1 (configuration not stated),-27.7%,4.4%,x,-1.5%,-22.3%,u,-2.3%,-31.3%,-3.3%
CCC1CCCCN1CCCNC(=O)CN1C(=O)COc2ccccc21 (configuration not stated),3.0%,-1.2%,0.3%,-0.6%,-5.5%,i,2.1%,-6.7%,6.8%
OCC[C@H]1C[C@@H](O)[C@H](O)[C@@]2(CCc3ccccc3O2)O1,4.3%,7.1%,1.3%,-0.3%,-2.2%,i,-4.5%,5.7%,8.6%
CC1CN(C(=O)c2ccc(N3CCCCC3)c([N+](=O)[O-])c2)CC(C)O1 (configuration not stated),3.9%,-48.6%[inhibitor],-4.4%,-0.4%,0.6%,i,0.3%,0.4%,27.0%
COc1ccc(C2=C(SC)CC2=NC(C)(C)C)cc1,18.5%,19.4%,5.1%,3.6%,12.9%,i,3.5%,13.7%,5.2%
COc1ccc2cc(C#N)c(SCC(=O)Nc3nonc3C)nc2c1,-12.3%,-15.6%,15.7%,1.5%,9.9%,i,-3.2%,4.0%,2.0%
O=C(NC1CCCC1)C(=O)N(Cc1cccnc1)C(C(=O)NCc1ccco1)c1ccccc1F (configuration not stated),u,2.2%,-10.1%,0.2%,0.5%,i,1.6%,0.3%,4.3%
CCCN1/C(=C2/SC(=S)N(CC)C2=O)C=Cc2ccccc21,u,13.7%,-6.7%,0.7%,-16.8%,u,18.4µM*,-27.4%,3.1%
COc1ccc(-c2csc3ncn(-c4ccccc4)c(=O)c23)cc1OC,-0.6%,4.2%,-26.1%,0.4%,4.0%,i,2.5%,-15.8%,-18.9%
COC(=O)CC1SC(=O)NC1=Nc1ccc(C)cc1 (configuration not stated),-4.4%,-10.4%,-3.8%,2.3%,19.2%,i,-1.8%,-2.3%,0.9%

# 5 of the entries above in order of the EPAC2 antagonist value, low to high.
SMILES,EPAC2 antagonist
CC1CC(C)CN(CCCNC(=O)c2csc3c2CCCCC3)C1 (configuration not stated),0.1%
COC(=O)CC1SC(=O)NC1=Nc1ccc(C)cc1 (configuration not stated),0.9%
CCCN1/C(=C2/SC(=S)N(CC)C2=O)C=Cc2ccccc21,3.1%
O=C(NC1CCCC1)C(=O)N(Cc1cccnc1)C(C(=O)NCc1ccco1)c1ccccc1F (configuration not stated),4.3%
COc1ccc(C2=C(SC)CC2=NC(C)(C)C)cc1,5.2%

# A draw from above in order of length of the SMILES, falling.
SMILES,Nrf2 block,MCF10A rerep,ATXN2 expr inh,Nrf2 activator,TGFb inhibitor,S2 tox,A549 tox,HepG2 tox,EPAC2 antagonist
CCCN1/C(=C2/SC(=S)N(CC)C2=O)C=Cc2ccccc21,u,13.7%,-6.7%,0.7%,-16.8%,u,18.4µM*,-27.4%,3.1%
COc1ccc2cc(C#N)c(SCC(=O)Nc3nonc3C)nc2c1,-12.3%,-15.6%,15.7%,1.5%,9.9%,i,-3.2%,4.0%,2.0%
CC1CC(C)CN(CCCNC(=O)c2csc3c2CCCCC3)C1 (configuration not stated),0.7%,14.5%,-23.5%,-0.4%,u,i,-12.1%,-38.7%,0.1%
